DUSP3 inh = blocks the human dual specificity phosphatase VHR1 | AID 1992 | inhibition, % at 20 µM | 50,000 tested, 0.7% active | recombinant VHR phosphatase, colorimetric substrate read-out; in the data active = inhibition above about 60%; also: some results filed as inactive read as strong as hits
Target sequence (P51452 whole entry, looked up): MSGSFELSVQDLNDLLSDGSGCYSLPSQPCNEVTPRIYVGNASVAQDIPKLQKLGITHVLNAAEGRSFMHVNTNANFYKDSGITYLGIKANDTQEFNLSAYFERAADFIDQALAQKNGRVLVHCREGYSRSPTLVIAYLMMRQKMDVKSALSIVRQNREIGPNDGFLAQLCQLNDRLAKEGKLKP
Numbers without * were called inactive.

Structure	DUSP3 inh
Nc1ccc(S(=O)(=O)N2CCCCCC2)cc1	0.5
CCOC(=O)N1CCN(C(=O)C(C)N2C(=O)c3ccccc3C2=O)CC1 (centres undefined)	-38.1
COc1ccc(Cc2noc(-c3ccccc3Cl)n2)cc1	-11.1
O=C(Nc1ccccc1Br)c1cc(-c2cccs2)nc2ccccc12	8.2
S=c1[nH]nc(NNc2ccccc2)n1Nc1ccccc1	-18.2
CC(=O)c1ccc(NC(=O)c2ccc(OCC(C)C)cc2)cc1	3.1
CCOCCOC(=O)C1=C(C)N(C)C(=O)NC1c1ccccc1Cl (centres undefined)	-27.9
O=c1oc(-c2ccccc2)nc2c1cnn2-c1ccccc1	1.2
O=c1c2ccccc2nc(/C=C/c2ccc3c(c2)OCO3)n1-c1ccc2ccccc2c1	-0.6
Cc1cccc(CN2CCN(S(C)(=O)=O)CC2)c1	-21.1
CCOC(=O)C(CCOc1c(C)cc(Cl)cc1C)C(=O)OCC	3.5
CC(C)c1ccc(C2/C(=C(\O)c3ccc(F)cc3)C(=O)C(=O)N2c2nccs2)cc1 (centres undefined)	-2.8
O=C(COc1ccccc1[N+](=O)[O-])Nc1cccc(NC(=O)c2ccc(Cl)cc2Cl)c1	2.4
CCOC(=O)c1c(NS(=O)(=O)c2ccc(OC)c(OC)c2)sc2c1CCCC2	11.7
CC(C)(C)c1cc(C2Nc3cccc4cccc(c34)N2)cc(C(C)(C)C)c1O	4.7
CC(NC(=O)C(=O)NCC1CCNCC1)c1ccccc1 (centres undefined)	-17.6
COc1cccc(OCc2cc(C3Nc4ccccc4C(=O)N3Cc3ccco3)ccc2OC)c1 (centres undefined)	-0.2
CN1CCN(S(=O)(=O)c2ccc3ccccc3c2)CC1	-9.8
O=C(Nc1ccc(-c2ccccc2)cc1)c1cccnc1	-27.1
COc1cccc(CN2CCN(S(=O)(=O)c3ccc(Cl)cc3)CC2)c1OC	12.1

Seven entries drawn at random from those above, as already listed:
Structure	DUSP3 inh
O=c1oc(-c2ccccc2)nc2c1cnn2-c1ccccc1	1.2
O=C(COc1ccccc1[N+](=O)[O-])Nc1cccc(NC(=O)c2ccc(Cl)cc2Cl)c1	2.4
S=c1[nH]nc(NNc2ccccc2)n1Nc1ccccc1	-18.2
COc1cccc(CN2CCN(S(=O)(=O)c3ccc(Cl)cc3)CC2)c1OC	12.1
CCOC(=O)C(CCOc1c(C)cc(Cl)cc1C)C(=O)OCC	3.5
CCOCCOC(=O)C1=C(C)N(C)C(=O)NC1c1ccccc1Cl (centres undefined)	-27.9
O=c1c2ccccc2nc(/C=C/c2ccc3c(c2)OCO3)n1-c1ccc2ccccc2c1	-0.6

An excerpt of these results, as labelled records:
smiles: O=c1c2ccccc2nc(/C=C/c2ccc3c(c2)OCO3)n1-c1ccc2ccccc2c1
  DUSP3 inh: -0.6
smiles: Cc1cccc(CN2CCN(S(C)(=O)=O)CC2)c1
  DUSP3 inh: -21.1
smiles: CCOC(=O)C(CCOc1c(C)cc(Cl)cc1C)C(=O)OCC
  DUSP3 inh: 3.5
smiles: CC(C)c1ccc(C2/C(=C(\O)c3ccc(F)cc3)C(=O)C(=O)N2c2nccs2)cc1 (centres undefined)
  DUSP3 inh: -2.8

Compounds above with a thiophene ring, fused or not:
Structure	DUSP3 inh
O=C(Nc1ccccc1Br)c1cc(-c2cccs2)nc2ccccc12	8.2
CCOC(=O)c1c(NS(=O)(=O)c2ccc(OC)c(OC)c2)sc2c1CCCC2	11.7

The listing continues:
| structure | DUSP3 inh |
| --- | --- |
| COc1ccc(/C=C2\C(=O)NC(=S)N(c3ccc(Br)cc3C)C2=O)c(C)c1 | 30.7 |
| COc1ccc(-c2csc(/C(C#N)=C\c3c[nH]c4ccccc34)n2)cc1 | -5.9 |
| O=C1NN(c2ccc(Br)cc2)C(=O)/C1=C\c1ccccc1 | -5.6 |
| O=[N+]([O-])c1ccc(N2CCN(S(=O)(=O)c3ccc4ccccc4c3)CC2)cc1N1CCCC1 | -12.4 |
| COc1ccc(S(=O)(=O)n2cccc2)cc1 | -8.6 |
| COc1ccccc1NC(=O)c1ccccc1NC(=O)c1ccccc1C | -10.7 |
| CCN1C(=O)/C(=C/c2ccc(C)o2)C(=O)NC1=S | 37.1 |
| COC(=O)c1ccccc1NC(=O)c1nn(C)cc1[N+](=O)[O-] | 13.9 |
| O=C1C(=O)N(Cc2cccnc2)C(c2ccccc2Cl)/C1=C(\O)c1ccccc1 (centres undefined) | 10.4 |
| COc1ccc(N(CC(=O)Nc2ccc(Br)cc2)S(C)(=O)=O)c(OC)c1 | 6.3 |
| CC(=O)c1ccc(NC(=O)CSc2nc3ccc([N+](=O)[O-])cc3s2)cc1 | 19.4 |
| Cc1onc(-c2ccccc2)c1C(=O)Nc1ccc([N+](=O)[O-])cc1Br | -24.9 |
| CCOC(=O)c1c2c(n(C)c1CO)C(=O)C(=O)c1ccc(Br)cc1-2 | -11.8 |
| O=C1c2cccc3c(Br)ccc(c23)C(=O)N1Nc1ccccc1 | -1.0 |
| Cc1ccccc1NC(=O)c1c(NC(=O)c2cccc(Cl)c2)sc2c1CCCC2 | 0.3 |

Two entries from above, as labelled records:
SMILES: O=C1NN(c2ccc(Br)cc2)C(=O)/C1=C\c1ccccc1
  DUSP3 inh = -5.6
SMILES: O=[N+]([O-])c1ccc(N2CCN(S(=O)(=O)c3ccc4ccccc4c3)CC2)cc1N1CCCC1
  DUSP3 inh = -12.4

Carrying on.
| structure | DUSP3 inh |
| --- | --- |
| CC(=O)Nc1ccc(S(=O)(=O)Nc2cccc(C(=O)Nc3ccccc3C(=O)O)c2)cc1 | -15.1 |
| O=C1/C(=C/c2ccc(-c3ccccc3[N+](=O)[O-])o2)SC(=S)N1Cc1ccccc1 | 11.1 |
| COC(=O)c1ccc(NC(=O)C(=O)NCCCN(C)C)cc1 | -4.9 |
| CCN(CC)c1ccc(/C=N/NC(=O)c2nonc2N)c(OCc2ccc(Cl)cc2Cl)c1 | 4.3 |
| COc1ccc(CCN=Cc2c(O)[nH]c(=O)[nH]c2=O)cc1 | -32.2 |
| CCOC(=O)c1c(-c2ccc(C)cc2)csc1NC(=S)NC(C)=O | 6.0 |
| COc1ccc(C(=O)N2CCN(Cc3ccccc3)CC2)c(OC)c1 | 17.9 |
| Nc1nnc(Cc2ccc(Cl)cc2Cl)s1 | 5.8 |
| O=C(c1ccccc1)N1CCN(Cc2cccc(Oc3ccccc3)c2)CC1 | 9.8 |
| O=C1Oc2ccccc2N/C1=C/c1ccccc1 | -2.6 |
| Cc1ccc(-c2nnc(NC(=O)Nc3cccc(Cl)c3)s2)cc1C | -15.2 |
| O=C(c1ccc(-c2ccccc2)cc1)N1CCNCC1 | -1.6 |
| COc1ccc(C(=O)N/C(=C/c2ccc(-c3cc(Cl)ccc3Cl)o2)C(=O)NCCCO)cc1 | -1.2 |
| COc1ccc(C(=O)N/C(=C\c2cccc([N+](=O)[O-])c2)C(=O)NCC(C)C)cc1 | -13.0 |
| O=C(NC(NC(=S)Nc1ccccc1I)C(Cl)(Cl)Cl)c1ccccc1F (centres undefined) | 25.7 |
| O=c1c2ccccc2nc(-c2ccccc2F)n1-c1ccccc1 | -2.4 |
| O=C1CC(c2ccccc2Cl)CC2=C1C(c1cccs1)Nc1ccccc1N2 (centres undefined) | -1.2 |
| CC(C)CC(=O)N1CCN(C(=O)COc2ccc3ccccc3c2)CC1 | -16.6 |

These rows are one share of the data. The share of hits here may be higher or lower than overall.
